Compound activity from PubChem BioAssay.
LGR2 inh – inhibitors of bursicon-induced LGR2 CRE-luciferase signal, primary screen, cell-based, HEK293, CRE-luciferase reporter, bursicon stimulation; bursicon-stimulated, 4 h; inhibition, % at 9.99 µM; Drosophila bursicon receptor LGR2 (rickets); hit rate 0.35% among 380,000;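 active = drop in luminescence signal, shown as inhibition above about 50% in the replicate tests, limit read from the data, passing the limit was not always enough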;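 also: agonist challenge used bursicon conditioned medium at about half maximal strength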
Cneo AK release – Cryptococcus neoformans cell lysis inducers, primary screen, AK release luminescence, single concentration; C. neoformans lysis, adenylate kinase release luminescence, 4 h; normalised: neutral wells 0, clomiphene wells 100; lysis activity, % at 15 µM; hit rate 0.2% among 360,000; AID 651654, 2012;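 active = mean lysis activity across replicates of at least 80%, whatever share of replicates individually reach that level; inactive = mean lysis activity below 80%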
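Test system: log-phase Cryptococcus neoformans yeast cells. Input: 5 × 10^6 yeast cells/mL. Medium: fresh YPD growth medium. Doses: single dose. Incubation: static 4 h at 37 °C with compound, 1 h detection. Measured by: luminescent adenylate kinase detection reagent. Read-out: signal increase indicating cell lysis. Benchmarks: Clomiphene.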
Xi reactivation – activators of inactive X chromosome reactivation, primary screen, imaging, XiGFP fibroblasts, GFP high-content imaging, set 2; hit rate 0.055% among 360,000; XiGFP mouse fibroblasts, % GFP-positive cells imaging, 3 d; cells co-treated with 5-aza-dC sensitizer; scaled so ellipticine positive control = 100%; activation, % at 7.58 µM;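 active = mean normalized replicate activation at least 10% and every replicate at or above 10%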;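 also: 0% = median of on-plate neutral control wells and 100% = ellipticine 6 µM median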
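Material: SV40-immortalized XiGFP fibroblast cells, line 68-5-11 | Buffer or medium: DMEM containing 5-aza-dC | Dosing: One concentration, pinned | Times: 3 d treatment, 15 min room-temperature fixation | Controls: Ellipticine 6 µM positive control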
ERAP1 HTS inh – human ERAP1 aminopeptidase inhibitors, primary screen, biochemical, single point, plate reader; recombinant ERAP1, Leu-AMC fluorescence, 60 min; hit rate 0.15% among 340,000; Endoplasmic reticulum aminopeptidase 1 (Homo sapiens), Q9NZ08; inhibition, % at 10.7 µM;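 active = mean replicate inhibition of at least 30%, or all replicates individually reaching that 30% level; inactive = mean below 30% and not every replicate reaching it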;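 also: 0% = neutral control wells and 100% = L-leucinethiol positive control wells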
S100A4 MyoIIA – inhibitors of S100A4-myosin IIA peptide binding, primary screen, biochemical, fluorescence polarization, TAMRA-MyoIIA peptide. inhibition, % at 10.7 µM. hit rate 0.14% among 360,000. AID 652163, 2013;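 active = mean inhibition of at least 70% across replicates, with every replicate also reaching that level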
Target sequence (P26447 whole entry, looked up): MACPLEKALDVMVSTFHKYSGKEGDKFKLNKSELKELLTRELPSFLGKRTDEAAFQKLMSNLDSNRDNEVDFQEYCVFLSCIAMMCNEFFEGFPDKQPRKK
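Material: human S100A4 monomer with TAMRA-labelled myosin IIA peptide; buffer or medium: HEPES pH 7.2 with CaCl2, KCl, NaCl, DTT, Triton; compound dosing: one concentration per compound; schedule: 5 min incubation before reading; benchmarks: neutral control DMSO, positive control TFP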
SIRT5 block – SIRT5 desuccinylase inhibitors, primary screen, biochemical, fluorescence imaging, single point, set 5. Purified SirT5, succinyl-peptide AMC, trypsin-coupled fluorescence. hit rate 1.1% among 330,000. inhibition, % at 15 µM. NAD-dependent protein deacylase sirtuin-5, mitochondrial (Homo sapiens), Q9NXA8; in the data active = inhibition above about 15%
Target sequence (Q9NXA8 whole entry, looked up): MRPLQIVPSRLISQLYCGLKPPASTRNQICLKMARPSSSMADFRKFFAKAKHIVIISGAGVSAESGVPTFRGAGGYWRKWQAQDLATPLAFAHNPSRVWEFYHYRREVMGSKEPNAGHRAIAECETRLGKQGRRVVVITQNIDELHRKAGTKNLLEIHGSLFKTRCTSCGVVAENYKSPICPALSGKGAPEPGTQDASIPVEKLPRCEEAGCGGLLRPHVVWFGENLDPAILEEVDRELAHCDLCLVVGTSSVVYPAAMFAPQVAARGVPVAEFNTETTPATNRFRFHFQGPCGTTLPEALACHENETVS
PGC1a acetyl inh – inhibitors of PGC1a acetylation signal, primary screen, cell-based, U2OS, AlphaScreen, inhibitor mode; AID 651687, 2012; inhibition, % at 15.6 µM; hit rate 0.17% among 350,000; AlphaScreen anti-acetyl-lysine; with virally co-expressed GCN5 acetyltransferase;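 active = every replicate shows inhibition of at least 40%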;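 also: 0% = neutral control wells and 100% = positive control wells; some results beyond the cut were filed as inactive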
Statin myotox sup – suppressors of statin myotoxicity in C2C12 myotubes, primary screen, cell-based, single point, plate reader; C2C12 myotubes + simvastatin, ATP luminescence, 48 h; scaled: DMSO 0, geranylgeraniol control 100; rescue of ATP level, % at 7.49 µM; hit rate 0.78% among 330,000; AID 602340, 2012;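 active = mean ATP rescue above about 67%, or every replicate alone reaching that limit, limit read from the data, passing the limit was not always enough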;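 also: myotubes were challenged with 10 µM simvastatin during compound exposure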
Active calls of the source: *; x = not tested or not shown.

SMILES | LGR2 inh | Cneo AK release | Xi reactivation | ERAP1 HTS inh | S100A4 MyoIIA | SIRT5 block | PGC1a acetyl inh | Statin myotox sup
COCCN(C(=O)c1cc2c(s1)CCCCC2)c1c(N)n(CC(C)C)c(=O)[nH]c1=O | -11.6 | -0.2 | 0.2 | -1.7 | 0.7 | -5.8 | x | 0.8
COc1cc(C(=O)OCCc2c(C)nc3nc[nH]n3c2=O)cc(OC)c1OC | 9.9 | 2.5 | 0.0 | 1.1 | -3.2 | 0.2 | x | 3.1
Cc1ccc(-c2nnn(CC(=O)N(c3ccc(F)cc3)C(C(=O)NC3CCCC3)c3ccco3)n2)o1 (configuration not stated) | -10.3 | x | x | -2.2 | 6.2 | 2.6 | 0.5 | x
C=CCNCCOc1ccc(C)cc1[N+](=O)[O-] | -14.1 | x | 0.5 | -0.8 | 6.5 | -4.1 | x | x
CCOC(=O)c1ccc(Nc2nc(N3CCOCC3)nc(N3CCOCC3)n2)cc1 | 20.8 | -1.1 | 0.0 | 2.2 | 4.1 | -2.9 | 1.9 | -59.9
CCCN(C(=O)CSc1nc2cc(S(=O)(=O)N(CC)CC)ccc2o1)C1CCS(=O)(=O)C1 (configuration not stated) | 4.9 | -0.4 | 1.0 | 0.2 | -3.7 | -3.0 | x | -7.3
Cc1ccc(N2CC(NC(=O)C3CC3)CC2=O)cc1 (configuration not stated) | 2.7 | x | 0.3 | 0.2 | -4.1 | -3.8 | x | -4.4
O=C(Nc1ccc(NC(=O)c2ccccc2Cl)nc1)c1ccco1 | -18.3 | -0.7 | 0.1 | -4.1 | -14.3 | -0.7 | 2.5 | -8.7
Cc1ccc(NC(=S)N(CCCN2CCCC(C)C2)Cc2ccco2)cc1C (configuration not stated) | -6.3 | x | 0.1 | -3.5 | -6.6 | -22.9 | x | x
COCCNC(=O)C[C@@H]1C[C@@H]2c3cc(NS(=O)(=O)c4ccc(F)cc4)ccc3O[C@@H]2[C@@H](CO)O1 | -6.8 | 0.8 | 0.0 | x | x | x | 1.3 | -6.2
Cc1cc(C)nc(NNC(=O)c2ccccc2O)n1 | -3.3 | x | 0.4 | -4.8 | 7.1 | -0.1 | x | x
O=S(=O)(NCC1CCCO1)c1ccc(-c2ccc(S(=O)(=O)NCC3CCCO3)cc2)cc1 (configuration not stated) | 4.9 | x | 0.4 | -3.7 | -2.5 | -2.3 | -0.4 | x
COc1ccc(CCNCC(O)COc2cccc(C(C)=O)c2)cc1OC (configuration not stated) | 2.2 | 0.0 | 0.1 | -2.2 | -4.3 | -2.6 | -6.1 | -5.0
COc1cc(OC)cc(C(=O)N[C@H](C(=O)OCC(=O)c2ccc(C)c([N+](=O)[O-])c2)C(C)C)c1 | 13.8 | x | -0.1 | 1.6 | 19.1 | 0.9 | x | x
COC(=O)C1=C(C)N(Cc2ccccc2C(F)(F)F)C(=NCc2ccc(OC)cc2)NC1c1ccccc1 (configuration not stated) | 7.4 | x | 0.1 | 1.2 | 4.3 | -0.7 | x | x

Arranged by the number under SIRT5 block (smallest number first): 3 from the list above
| smiles | LGR2 inh | ERAP1 HTS inh | S100A4 MyoIIA | SIRT5 block | PGC1a acetyl inh |
| --- | --- | --- | --- | --- | --- |
| C=CCNCCOc1ccc(C)cc1[N+](=O)[O-] | -14.1 | -0.8 | 6.5 | -4.1 | x |
| CCCN(C(=O)CSc1nc2cc(S(=O)(=O)N(CC)CC)ccc2o1)C1CCS(=O)(=O)C1 (configuration not stated) | 4.9 | 0.2 | -3.7 | -3.0 | x |
| O=C(Nc1ccc(NC(=O)c2ccccc2Cl)nc1)c1ccco1 | -18.3 | -4.1 | -14.3 | -0.7 | 2.5 |

(continued)
SMILES | LGR2 inh | Cneo AK release | Xi reactivation | ERAP1 HTS inh | S100A4 MyoIIA | SIRT5 block | PGC1a acetyl inh | Statin myotox sup
COc1ccc(Nc2ncnc3sccc23)c(OC)c1 | 17.7 | 0.1 | 0.0 | -3.4 | -4.2 | 2.0 | x | 0.1
COc1ccc(/C=C/c2c([N+](=O)[O-])c(=O)n(C)c(=O)n2C)cc1O | 19.6 | -1.1 | x | 2.0 | -3.6 | -0.6 | x | 9.1
Cc1cc(Br)ccc1NC(=O)CSc1nnc(CN2CCOCC2)n1C | -5.2 | -0.4 | 0.3 | -5.6 | -8.3 | -6.3 | 0.9 | 4.5
CCc1cc2c(=O)c(-c3ccc4c(c3)OCCO4)coc2cc1OS(C)(=O)=O | -35.4 | -3.4 | 0.0 | -0.2 | -4.4 | 12.3 | -9.4 | -6.4
O=C(NCC1CCCN1S(=O)(=O)c1cccs1)c1ccc(F)c(F)c1 (configuration not stated) | 6.0 | 0.5 | 0.3 | -3.4 | 9.4 | -4.5 | -6.1 | 4.0
O=C(Nc1ccccc1)OCC(CN1CCCCC1)OC(=O)Nc1ccccc1 (configuration not stated) | -13.2 | -1.4 | 0.0 | -4.7 | -1.9 | 9.8 | 9.9 | 0.2
Cc1c(Cc2ccccc2)c(=O)oc2c(C)c(OCC(=O)Nc3ccc(C#N)cc3)ccc12 | 7.0 | 0.0 | -0.1 | -2.6 | -1.9 | 5.5 | x | x
COc1ccc(OCC(=O)Nc2ccc(S(=O)(=O)N(C)c3ccccc3)cc2)cc1 | 6.4 | -6.5 | 0.0 | 1.3 | -2.6 | -3.3 | 0.9 | x
CC(=O)Nc1ccc(S(=O)(=O)NCC(=O)N2CCN(S(=O)(=O)c3cccs3)CC2)cc1 | 8.5 | -1.8 | -0.1 | 5.3 | -5.0 | -17.0 | 7.2 | -19.3
S=C(Cc1ccccc1)Nc1ccccc1 | -22.8 | x | 0.4 | 1.8 | -6.0 | 0.5 | -2.5 | -3.5
Cc1noc(C)c1S(=O)(=O)Nc1ccc2c(c1)C(=O)N([C@@H](C)CO)C[C@@H](C)[C@H](CN(C)S(=O)(=O)c1ccccc1)OCCCC[C@H](C)O2 | 14.8 | 5.5 | 0.2 | -1.3 | -11.2 | 1.3 | 9.7 | x
O=c1[nH]c2ccccc2c(=O)n1CCCO | x | -0.5 | x | -3.3 | 0.1 | 0.9 | -1.1 | 1.3
COCC(=O)N1[C@H](CO)[C@@H](c2ccc(-c3ccccc3)cc2)C12CN(C(C)=O)C2 | -8.5 | x | 0.0 | x | -10.5 | -5.0 | 2.5 | x
COCCNc1ncnc2c1ncn2[C@H]1CN(CCN2CCOCC2)C[C@@H](CO)O1 | 1.8 | -1.9 | 0.5 | -2.5 | -0.6 | x | 5.8 | 2.1
O=C1OC(c2ccccc2)c2ccccc21 (configuration not stated) | -3.8 | x | 0.0 | -2.6 | -5.3 | 0.3 | x | x

Record cards, from the list above.
Results for `Cc1ccc(N2CC(NC(=O)C3CC3)CC2=O)cc1` (configuration not stated) : LGR2 inh: 2.7; Cneo AK release: x; Xi reactivation: 0.3; ERAP1 HTS inh: 0.2; S100A4 MyoIIA: -4.1; SIRT5 block: -3.8; PGC1a acetyl inh: x; Statin myotox sup: -4.4
Results for `Cc1ccc(-c2nnn(CC(=O)N(c3ccc(F)cc3)C(C(=O)NC3CCCC3)c3ccco3)n2)o1` (configuration not stated) : LGR2 inh: -10.3; Cneo AK release: x; Xi reactivation: x; ERAP1 HTS inh: -2.2; S100A4 MyoIIA: 6.2; SIRT5 block: 2.6; PGC1a acetyl inh: 0.5; Statin myotox sup: x

The list continues:
SMILES | LGR2 inh | Cneo AK release | Xi reactivation | ERAP1 HTS inh | S100A4 MyoIIA | SIRT5 block | PGC1a acetyl inh | Statin myotox sup
CC(C)[C@H](NC(=O)c1ccccc1)C(=O)OCC(=O)Nc1ccc2c(c1)OCCO2 | -13.7 | x | 0.2 | -2.9 | -10.4 | -0.7 | x | x
CO[C@@H]1CN(C)C(=O)c2ccc(NC(=O)C3CC3)cc2OC[C@@H](C)N(CCc2ccccc2)C[C@@H]1C | 15.3 | 1.1 | 0.2 | -2.9 | 68.4 | 8.7 | 1.7 | -2.4
CC(C)c1ccc(C2(O)C(=O)Nc3cc(Br)ccc32)c(O)c1 (configuration not stated) | -0.1 | 0.0 | 0.0 | -2.6 | -6.6 | -1.6 | x | 33.8
CCn1cc(CCCC(=O)NCc2cccc(OC)c2)c2ccccc21 | -5.3 | -3.2 | 0.0 | 5.3 | 2.5 | -5.7 | -1.1 | 4.0
Cc1c(NC(=O)c2ccco2)cccc1C(=O)NN1C(=O)c2ccccc2C1=O | 16.4 | x | 0.3 | 2.2 | 3.2 | -4.2 | -4.2 | -6.4
O=C(N/N=C/c1ccc(OC(F)F)cc1OC(F)F)NC1CCCCC1 | 5.6 | x | 0.0 | 15.7 | -2.7 | 12.0 | -11.5 | -3.8
COc1cccc(C(=O)NNC(=O)CCN2CCN(c3ccccc3)CC2)c1 | 17.0 | -0.7 | -0.1 | 0.8 | -6.0 | -3.3 | 5.3 | -1.0
Cc1cccc(NC(=O)c2nc[nH]c2C(=O)N2CCN(C(=O)OC(C)(C)C)CC2)c1 | x | 1.9 | 0.3 | -4.2 | -2.0 | x | 7.4 | 11.9
CCCN1[C@H](C(=O)NCCOC)[C@@H](CO)[C@@H]2Cn3c(ccc(-c4cccc(C(=O)N(C)C)c4)c3=O)[C@@H]21 | -12.2 | 2.3 | 0.1 | -0.2 | -6.2 | -1.9 | x | 11.5
NC(=O)c1ncn([C@@H]2O[C@H](C(=O)N[C@H](Cc3ccccc3)C(=O)O)[C@@H](O)[C@H]2O)n1 | 0.7 | x | 0.4 | 1.5 | -1.8 | -3.3 | x | x
CCCN(C(=O)Cc1c(C(=O)O)n(C)c2ccccc12)c1cccc(C)c1 | 11.1 | -1.3 | 0.0 | 3.6 | -1.3 | -3.7 | 5.4 | 4.8
COc1cc(C#Cc2c(-c3ccccc3)n(C)c3ccccc23)cc(OC)c1 | x | 1.8 | 0.0 | 1.0 | -4.7 | 4.4 | x | -27.7
CCS(=O)(=O)Nc1ccc2c(c1)C(=O)N(C)C[C@H](OC)[C@H](C)CN(CC1CCCC1)[C@@H](C)CO2 | -6.2 | -4.1 | 0.5 | x | x | x | 6.2 | 11.1
COCC(=O)Nc1ccc2c(c1)[C@H]1C[C@@H](CC(=O)N3CCOCC3)O[C@H](CO)[C@H]1O2 | -3.7 | 2.3 | 0.0 | 1.6 | 54.3 | 0.2 | 0.6 | 1.4
Cc1cc(NN)nc(NS(=O)(=O)c2ccccc2Cl)n1 | -19.1 | x | 0.4 | -2.0 | -0.6 | 5.4 | x | x
S=c1[nH]nc(-c2cc(-c3ccccc3)n[nH]2)n1/N=C/C(Br)=C/c1ccccc1 | 0.6 | 3.7 | 0.5 | x | 2.8 | 1.5 | -241.4 | x
Cc1nc(C(=O)NNC(=O)c2ccccc2Cl)c(C(F)(F)F)o1 | -0.3 | 3.5 | 0.0 | 4.4 | 7.1 | -1.9 | -3.9 | x
C[C@@H]1CN([C@H](C)CO)S(=O)(=O)c2ccc(C#Cc3ccccc3)cc2O[C@@H]1CN(C)S(C)(=O)=O | 15.0 | -2.9 | -1.8 | -2.1 | 1.4 | -0.6 | 4.9 | -8.4

A portion of the library; the hit share may differ from the screen's.
